High-throughput results as filed in PubChem BioAssay.
mouse EphA4 binding: inhibitors of EphA4 binding to KYL peptide, primary screen, biochemical, colorimetric, mouse EphA4 (AID 689) | EphA4-AP binding to KYL peptide, pNPP A405; higher % means a stronger effect | inhibition, % at 10 µM, or IC50 in µM where a hit was titrated | 62,000 compounds, 0.1% hits; in the data active means a potency from the dose series; inactive means the rest, 99 in 100 with inhibition below about 22%
Numbers without * were called inactive. Not all compounds are listed; count on the stated rates, not on these rows.

SMILES	mouse EphA4 binding
CC(=O)c1c(C(C)=O)c(C)n(NC(=O)c2ccccc2Cl)c1C	12%
N#CC1=C(N)NC(SCC(=O)Nc2ccc(Br)cc2)=C(C#N)C12CCCCC2	-13%
C=CCSc1nccc(-c2cc(Cl)sc2Cl)n1	-8%
O=C1C(Cl)=C(Nc2ccccc2F)C(=O)N1c1ccc(Cl)cc1	13%
O=C(Nc1ccccc1)Nc1nnc(-c2ccccc2F)s1	-5%
Cc1ccccc1C(=O)Nc1nc(=S)ss1	-9%
O=C(O)c1ccn(Cn2cnc3ccccc32)n1	2%
O=C(N1CCCC1)N1CCN(c2ncnc3c(-c4ccc(Cl)cc4)nsc23)CC1	-2%
CC(=O)c1cccc(NC(=S)NC(=O)CC(C)(C)C)c1	-4%
COc1ccc(C(=O)NCC2OCCc3ccccc32)cc1 (configuration not stated)	0%
OCc1ccccc1NC(=S)Nc1cccnc1	-7%
Cc1nc(-c2cccnc2)sc1C(=O)Nc1ccc(Cl)cc1	-7%
Cc1ccc(S(=O)(=O)c2c(C)nn(C(C)(C)C)c2OC(=O)c2ccc(Br)o2)cc1	-2%
Cc1noc(C)c1S(=O)(=O)N1CCCCC1	-6%
CCc1ccc(N2CC(C(=O)Nc3cccc(C)c3C)CC2=O)cc1 (configuration not stated)	-8%
COc1cc(/C=N/n2nnnc2N)cc(OC)c1OC	3%
CCOc1cc(/C=C2/NC(=S)NC2=O)ccc1OCc1ccc(Cl)cc1	-2%
O=C(CCC(=O)c1ccc[nH]1)c1ccc(Cl)cc1	0%
Cc1ccccc1OCC(O)Cn1c(NCc2ccccc2)nc2c1c(=O)[nH]c(=O)n2C (configuration not stated)	-8%
O=c1cc(CN2CCN(CCO)CC2)c2cc3c(cc2o1)CCC3	-15%
CCc1c(C)c2cc(Cl)c(O)c(CN3CCCCC3)c2oc1=O	-29%
Cc1ccc(C2C(C(=O)c3cccs3)=C(O)C(=O)N2c2nncs2)cc1 (configuration not stated)	4%
CCOc1cc(OCC)cc(C(=O)Nc2cccc(Cl)c2Cl)c1	0%
O=C(Nc1cc(Cl)cc(Cl)c1)c1ccc(I)cc1	-8%
CN1C(=O)/C(=C\c2ccc(OCc3ccccc3Cl)cc2)SC1=S	-10%
Cc1nc(S(=O)(=O)c2ccc(Cl)cc2Cl)nc2c1CCC2	-12%
COc1ccc(NC(=O)CN2C(=O)c3cccc4cccc2c34)c(OC)c1	-27%
CN(C)c1ccc(/C=N/N=C2/SC(CC(=O)O)C(=O)N2c2ccc(O)cc2)cc1 (configuration not stated)	4%
CCCCOC(=O)c1ccc(NS(=O)(=O)c2cc(-c3nnnn3CC)ccc2OC)cc1	-11%
CCOc1cc(C2C(C(=O)c3ccc(C)o3)=C(O)C(=O)N2CCc2ccccc2)ccc1O (configuration not stated)	-5%

Another view of part of the listing above:
smiles,mouse EphA4 binding
CC(=O)c1c(C(C)=O)c(C)n(NC(=O)c2ccccc2Cl)c1C,12%
N#CC1=C(N)NC(SCC(=O)Nc2ccc(Br)cc2)=C(C#N)C12CCCCC2,-13%
C=CCSc1nccc(-c2cc(Cl)sc2Cl)n1,-8%
O=C1C(Cl)=C(Nc2ccccc2F)C(=O)N1c1ccc(Cl)cc1,13%

Next structures
SMILES	mouse EphA4 binding
CCn1c(SCC(=O)NCc2ccco2)nc2c1c(=O)n(C)c(=O)n2C	-4%
COCCOC(=O)c1c(C)oc2ccc(O)c(CN3CCC(C)CC3)c12	3%
Cc1cc(C)c(OCC(=O)Nc2cccc3ccccc23)c(C)c1	-1%
COC(=O)CN(c1ccc(C(C)C)cc1)S(=O)(=O)c1c(C)[nH]c(=O)[nH]c1=O	-4%
CCNC(=S)N1CCN(c2ccc([N+](=O)[O-])cc2)CC1	-6%
COCCNC(=O)c1cn(C)c2ccc(S(=O)(=O)N(C)C3CCCCC3)cc2c1=O	-12%
CCC(C)C(NC(=O)c1ccccc1NC(=O)c1ccco1)C(=O)NC1CCCCC1 (configuration not stated)	2%
O=[N+]([O-])c1ccc(N2CCN(c3nc(-c4ccc(Cl)cc4)cs3)CC2)cc1	8%
COc1ccc(OC)c(S(=O)(=O)n2nc(-c3ccccc3)cc2N)c1	7%
COc1ccc(Cc2nc(C(=O)Nc3ccc(F)cc3)cs2)cc1	-2%
CCOC(=O)c1c(COc2ccccc2)oc2ccc(O)cc12	2%
Cc1cc(OCC(=O)Nc2ccncc2)cc(C)c1Br	-2%
Cc1cnc(NC(=O)CSc2ccc(Cl)cc2)s1	-5%
NC1=NC(=O)/C(=C/c2ccc(Cl)cc2)S1	-5%
CC(=O)N1CCN(c2ccccc2NC(=O)COc2ccc(Br)cc2)CC1	-12%
CC(=O)Cc1ccccc1OC(=O)c1ccco1	-5%
COc1ccc(CNC(=O)C2CCN(C(=O)[C@@H](CC(C)C)NC(=O)OC(C)(C)C)CC2)cc1	8%
S=C(NCc1ccccn1)Nc1ccc(Cl)cc1Cl	-5%
CNc1ccc(Br)cc(C(=O)/C=C/c2ccc3c(c2)OCO3)c1=O	32%
COc1cccc(OC)c1OCCCc1c(C)n[nH]c1C	-13%
Cc1ccc(-c2nc3ccccc3[nH]2)cc1NC(=O)c1ccc2c(c1)OCO2	-6%
Cc1cccc(C(C)C)c1NC(=O)c1cc2ccccc2o1	8%
COCCCNC(=O)c1cc(C(=O)c2c(-c3c(Cl)cccc3Cl)noc2C)c[nH]1	-9%
O=C1C2C3c4ccccc4C(c4ccccc43)C2C(=O)N1c1nc(-c2ccccc2)cs1 (configuration not stated)	-8%
Cc1ccc(-c2noc(CCC(=O)NCCN3CCOCC3)n2)cc1	-10%
O=C(O)c1cc2cccc(S(=O)(=O)N3CCOCC3)c2cc1O	-15%
CC(C)(C)c1nc(SCC(=O)NCc2ccco2)c2ccccc2n1	6%
CN=C(Nc1cc(C)nn1CCC#N)c1ccccc1	2%
Cc1ccc(OCC(=O)Nc2ccc(N3CCOCC3)cc2)cc1	0%
O=C(/C=C/c1ccccc1)N1CCN(Cc2nc3ccccc3c(=O)[nH]2)CC1	11%
CSc1ccc(S(=O)(=O)N(CC(=O)Nc2cccc(C)c2)c2ccc(C)cc2)cc1	5%
COc1ccc(C(CNC(=O)c2cc3ccccc3cc2OC)N2CCCC2)cc1 (configuration not stated)	-9%
CC(C)CCN1CC(C(=O)N2CCN(c3ccc(F)cc3)CC2)CC1=O (configuration not stated)	-9%
Clc1ccc(-c2nnc3sc(Cc4cccs4)nn23)c(Cl)c1	-8%
CCOC(=O)N1CCN(c2c(-c3ccc(C(C)C)cc3)c(=O)c2=O)CC1	4%
CC(C)Cc1nc(N2CCC(C(N)=O)CC2)c2nnn(Cc3ccccc3)c2n1	1%
CCOC(=O)c1sc2nc(NC(=O)COc3ccccc3)sc2c1C	0%
CC1(C)NC(=O)NC2(C)NC(=O)NC(C)(C)C12 (configuration not stated)	-1%
COc1ccc(NC(=O)c2ccc(=O)oc2)cc1	-7%
CN1CCN(C(=O)CN2C(=O)CC(C)(C)S(=O)(=O)c3ccccc32)CC1	-4%
CC(=O)Nc1ccc(C(=O)n2cnc3cc(C)c(C)cc32)cc1	-8%
CCC(CC)C(=O)Nc1cccc(S(=O)(=O)c2cccc(NC(=O)C(CC)CC)c2)c1	-9%
Clc1nnc2ccc(-c3ccccc3)nn12	-21%
COC(=O)c1ccc(Cl)c(-c2ccc(/C=N/NC(=O)Nc3ccccc3)o2)c1	-2%
CN1CCN(S(=O)(=O)c2cc([N+](=O)[O-])ccc2N2CCCCCC2)CC1	-4%

The list goes on, overlapping the part above by 3 compounds.
SMILES	mouse EphA4 binding
Clc1nnc2ccc(-c3ccccc3)nn12	-21%
COC(=O)c1ccc(Cl)c(-c2ccc(/C=N/NC(=O)Nc3ccccc3)o2)c1	-2%
CN1CCN(S(=O)(=O)c2cc([N+](=O)[O-])ccc2N2CCCCCC2)CC1	-4%
COc1ccc(N2C(=O)NC(=O)/C(=C\c3cc(C)n(-c4cccc([N+](=O)[O-])c4)c3C)C2=O)cc1	0%
Cc1cc(N2CCCCC2)nc2ccc(NC(=O)c3ccc(Br)o3)cc12	7%
Cc1nn(CCC#N)c2nc(C(F)(F)F)[nH]c(=O)c12	-8%
Oc1c(C(c2cccs2)N2CCC3(CC2)OCCO3)sc2ncnn12 (configuration not stated)	-8%
CCc1cccc(NC(=O)CN(C)S(=O)(=O)c2cnc[nH]2)c1	-12%
Cc1ccc(-c2nn3c(C)nnc3s2)cc1NC(=O)COc1ccc(Cl)cc1	-8%
c1ccc(CCN2CN(CCCN3CCOCC3)c3nc4ccccc4n3C2)cc1	-9%
CCOc1cc(OCC)cc(C(=O)Nc2ccc3oc(-c4cccc(F)c4)nc3c2)c1	-5%
COc1ccc(C(c2nnnn2Cc2ccccc2)N2CCN(c3nc4ccccc4s3)CC2)cc1 (configuration not stated)	-31%
CCSc1nc2c(c(=O)[nH]c(=O)n2C)n1CC(O)COc1ccccc1C (configuration not stated)	5%
CN(C(=O)c1ccccc1NC(=O)C(F)(F)F)c1ccccc1	-6%
COc1ccccc1Nc1nc2ccc(C)cc2cc1C#N	-12%
O=C(NCC1COc2ccccc2O1)Nc1ccccc1F (configuration not stated)	-8%
Cc1snc(S(=O)(=O)Cc2ccccc2Cl)c1C#N	-1%
CSc1ccccc1N1C(=O)C2CC(C)=C(C)CC2C1=O (configuration not stated)	-2%

Sorted by count of non-hydrogen atoms (high to low): some entries from above
SMILES	mouse EphA4 binding
COc1ccc(C(c2nnnn2Cc2ccccc2)N2CCN(c3nc4ccccc4s3)CC2)cc1 (configuration not stated)	-31%
COc1ccc(N2C(=O)NC(=O)/C(=C\c3cc(C)n(-c4cccc([N+](=O)[O-])c4)c3C)C2=O)cc1	0%
CCSc1nc2c(c(=O)[nH]c(=O)n2C)n1CC(O)COc1ccccc1C (configuration not stated)	5%
O=C(NCC1COc2ccccc2O1)Nc1ccccc1F (configuration not stated)	-8%
CSc1ccccc1N1C(=O)C2CC(C)=C(C)CC2C1=O (configuration not stated)	-2%
Cc1nn(CCC#N)c2nc(C(F)(F)F)[nH]c(=O)c12	-8%

More structures:
SMILES	mouse EphA4 binding
COc1cc(C2NC(=O)c3ccccc3O2)cc(OC)c1OC (configuration not stated)	0%
CC(C)(C)C(=O)C(CO)(Oc1ccc(Cl)cc1)n1cncn1 (configuration not stated)	-7%
Nc1nc(-c2ccc(Cl)cc2)cn1N	-3%
CCn1c(C(C)NC(=O)Cc2ccccc2)nc2ccccc21 (configuration not stated)	-12%
COCCNC(=O)C(c1cccc(OC)c1)N(C(=O)Cn1nnc2ccccc21)c1cccnc1 (configuration not stated)	5%
CCCCSc1nnc(CCCCCNC(=O)OC(C)(C)C)o1	-10%
O=C(O)c1cccc(NCc2cccnc2)c1	-20%
Cc1nn(C)cc1C=NCCOCc1ccccc1	-4%
O=[N+]([O-])c1ccc(Sc2ccc(Cl)c(Cl)c2)nc1	-12%
O=C1Nc2ccc(S(=O)(=O)N3CCCCCC3)c3cccc1c23	-16%
O=C(COc1ccc(Cl)cc1)Nc1ccc(N2CCN(C(=O)c3ccco3)CC2)cc1	-10%
CCC(=O)Nc1cccc(NC(=O)c2cc3ccccc3o2)c1	-6%
O=C(c1ccc(COc2ccccc2[N+](=O)[O-])o1)N1CCCCC1	-7%
O=C(O)CC1SC(=O)N(Cc2ccccc2)C1=O (configuration not stated)	-17%
CC1CC(C(F)F)n2nc(C(=O)O)cc2N1 (configuration not stated)	-10%

In the list so far, these contain a CF3 group.
SMILES	mouse EphA4 binding
Cc1nn(CCC#N)c2nc(C(F)(F)F)[nH]c(=O)c12	-8%
CN(C(=O)c1ccccc1NC(=O)C(F)(F)F)c1ccccc1	-6%

Remaining list, next part.
SMILES	mouse EphA4 binding
NC12CC3CC(C1)CC(CO)(C3)O2	-16%
Cc1ccc(-c2nn(-c3ccccc3)cc2C=C2C(=O)CC(C)(C)CC2=O)cc1	-10%
CCCNS(=O)(=O)c1ccc(CCC(=O)Nc2ccc3c(c2)OCO3)cc1	-8%
Cc1ccc(NC(=O)COC(=O)c2ccnn2C)cc1	-15%
CCn1c(SCC(=O)Nc2nc3ccc(OC)cc3s2)nc2c1c(=O)n(C)c(=O)n2C	-3%
CC1(C)Cn2c(nnc2-c2ccccc2)S1	-20%
COc1cc(NC(=O)Cn2nc(Cc3cccnc3)c3ccccc3c2=O)cc(OC)c1OC	-10%
COc1ccc(/C=N/Nc2nc(C)c([N+](=O)[O-])c(N(C)c3ccccc3)n2)cc1OC	-9%
COC(=O)C1=C(C)N=C2SCCC(=O)N2C1c1ccc(C(C)(C)C)cc1 (configuration not stated)	-4%
O=C(CN1CCCCC1)Nc1cccc(Oc2ccccc2)c1	-2%
CCCS(=O)(=O)N1CCCC(C(=O)NCCN(Cc2ccccc2)C(C)C)C1 (configuration not stated)	1%
Cn1cnnc1SCC(=O)Nc1c(F)cc(F)cc1Br	1%
COc1ccc(CCN(C(=O)C(F)(F)F)C(C(=O)NC2CCCCC2)c2ccc(C)s2)cc1 (configuration not stated)	4%
Cc1ccc(C(=O)CCNc2ccc(C)c(Cl)c2)o1	1%
COC(=O)CCS(=O)(=O)c1cc(Cl)ccc1Cl	6%
CCOC(=O)c1cccc(NC(=O)N[C@@H](C)C(=O)OC)c1	-35%
COc1cccc2cc(-c3nc(-c4cccs4)cs3)c(=O)oc12	24%
CCOc1ccccc1C(=O)N(C)Cc1cc2ccccc2[nH]c1=O	-20%
CC(C)CC(=O)N1CCN(Cc2cccc(F)c2)CC1	-1%
CCOC(=O)c1ccc(NC(=O)CN(c2cccc(Cl)c2)S(=O)(=O)c2ccccc2)cc1	4%
CC(C)COc1ccc(C(=O)Nc2ccc(Cl)cc2Cl)cc1	-8%
COc1ccccc1NC(NC(=O)c1ccco1)C(=O)c1ccccc1 (configuration not stated)	7%
CCCCCSc1nnc(C)c(=O)[nH]1	-7%
Cc1ccc(C(=O)O)cc1N1C(=O)c2ccc(S(=O)(=O)c3ccc(C(=O)O)cc3)cc2C1=O	28%
Cc1ccc(CN2C(=O)C(C)(C)Oc3ccc(C(=O)N4CCCCC4)cc32)cc1	-17%
CC(=O)Nc1ccc(C(=O)OC2CCOC2=O)cc1 (configuration not stated)	-15%
O=[N+]([O-])c1ccccc1/C=N/n1c(COc2ccccc2)n[nH]c1=S	-4%
Cc1ccc(C(=O)NNC(=S)NC(=O)c2ccc(Cl)cc2)cc1	-21%
Cc1c(OCC(=O)OC(C)C)ccc2c3c(c(=O)oc12)CCC3	-5%
